IMP-1 inhibitor: IMP-1 metallo-beta-lactamase inhibitors, primary screen, biochemical, epi-absorbance readout, Pseudomonas aeruginosa enzyme; purified IMP-1, nitrocefin hydrolysis, epi-absorbance fluorescence; 290,000 compounds, 0.45% hits; inhibition, % at 5.6 µM; metallo-beta-lactamase IMP-1 (Pseudomonas aeruginosa);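 active = inhibition above the mean plus 3 SD of all compounds in the same screening run, cut at about 4.5% in these data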;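 also: 0% = IMP-1 with DMSO and 100% = DMSO wells lacking enzyme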
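Material – recombinant IMP-1 enzyme, purified · Amount – IMP-1 0.2 nM before substrate addition · Medium – HEPES buffer pH 7.1 with ZnSO4 and Brij 35 · Timing – 25 °C, 15 min preincubation, 25 min reaction · Measured by – plate fluorescence quenching by hydrolysis product, ex 480/em 530 nm · Read-out – percent enzyme inhibition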
GalR3 antagonist: GalR3 antagonists in HEK293 cells, primary screen, cell-based, fluorescence readout; 360,000 compounds, 0.44% hits; AID 651719, 2012; HEK293 GalR3-CNG cAMP membrane potential fluorescence; galR3 body fused to GalR1 C-terminus; Galanin receptor type 3 (Homo sapiens), O60755; inhibition, % at 3 µM;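 active = inhibition above the screen-wide average plus 3 SD, cut at about 13% in these data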;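 also: forskolin and galanin both at EC90 stimulate the cells; cAMP rise reported by CNG channel membrane potential dye signal; 0% = forskolin plus galanin with DMSO and 100% = forskolin alone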
GPR7 antag: GPR7 receptor antagonists, primary screen, cell-based, fluorescence, single concentration | GPR7-expressing cells, fluorescence antagonist assay | 290,000 compounds, 1.1% hits | inhibition, % at 4.4 µM; in the data active = inhibition above about 16%, passing the limit was not always enough;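 also: cells stimulated with the agonist NPW; 0% = agonist with vehicle and 100% = vehicle without agonist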
V1aR counter: agonists of human V1a receptor, primary screen, counter-screen for OXTR agonist project, fluorescence, CHO-V1R cells; Fluo-8 calcium fluorescence, agonist mode; 0% DMSO, 100% 3 nM vasopressin; AID 2797, 2010; Vasopressin V1a receptor (Homo sapiens), P37288; activation, % at 3 µM; 320,000 compounds, 0.25% hits;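 active = activation above the mean activation of all tested compounds plus 3 SD, per screening run, cut at about 20% in these data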;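 also: signal is peak over basal fluorescence ratio across a 100 second FLIPR read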
Target sequence (P37288 whole entry, looked up): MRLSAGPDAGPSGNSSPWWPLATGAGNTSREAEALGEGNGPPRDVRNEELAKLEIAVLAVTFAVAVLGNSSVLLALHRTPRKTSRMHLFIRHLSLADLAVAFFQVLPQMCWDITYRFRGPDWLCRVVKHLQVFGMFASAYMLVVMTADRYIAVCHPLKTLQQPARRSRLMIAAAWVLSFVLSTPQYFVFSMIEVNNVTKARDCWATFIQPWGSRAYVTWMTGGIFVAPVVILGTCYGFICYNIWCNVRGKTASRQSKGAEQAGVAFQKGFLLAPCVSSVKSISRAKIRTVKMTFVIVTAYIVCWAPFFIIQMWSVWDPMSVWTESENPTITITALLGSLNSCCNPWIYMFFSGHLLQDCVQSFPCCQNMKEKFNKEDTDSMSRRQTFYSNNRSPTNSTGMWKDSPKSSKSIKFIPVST
HCV NS3 hel inh: inhibitors of HCV NS3 helicase, primary screen, biochemical, Cy5 molecular beacon fluorescence. Hepatitis C virus NS3 helicase. NS3 helicase DNA unwinding. inhibition, % at 10.9 µM. 290,000 compounds, 0.56% hits;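 active = inhibition above the mean of all tested compounds plus 3 SD, set per campaign, cut at about 35% in these data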;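 also: 0% = DMSO wells and 100% = thioflavine S control wells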
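test system = hepatitis C virus NS3 helicase domain fragment enzyme | reagent = annealed dual-labelled DNA beacon duplex, ATP-started | times = 1 h at 25 °C | detection = Cy5 fluorescence, 0 and 60 min reads | read-out basis = percent inhibition from t60/t0 fluorescence ratio | control set = DMSO and thioflavine S | replication = one well per compound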
OXTR ag: human OXTR agonists, primary screen, fluorescence, CHO-OTR cells, Fluo-8 calcium; AID 2435, 2010; 320,000 compounds, 0.32% hits; Fluo-8 calcium fluorescence; normalized: DMSO 0%, oxytocin 100%; Oxytocin receptor (Homo sapiens), P30559; activation, % at 3 µM;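 active = activation above the mean of all tested compounds plus 3 SD, cutoff set per screening run, cut at about 20% in these data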;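 also: peak over basal fluorescence ratio from a 100 s FLIPR kinetic read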
Target sequence (P30559 whole entry, looked up): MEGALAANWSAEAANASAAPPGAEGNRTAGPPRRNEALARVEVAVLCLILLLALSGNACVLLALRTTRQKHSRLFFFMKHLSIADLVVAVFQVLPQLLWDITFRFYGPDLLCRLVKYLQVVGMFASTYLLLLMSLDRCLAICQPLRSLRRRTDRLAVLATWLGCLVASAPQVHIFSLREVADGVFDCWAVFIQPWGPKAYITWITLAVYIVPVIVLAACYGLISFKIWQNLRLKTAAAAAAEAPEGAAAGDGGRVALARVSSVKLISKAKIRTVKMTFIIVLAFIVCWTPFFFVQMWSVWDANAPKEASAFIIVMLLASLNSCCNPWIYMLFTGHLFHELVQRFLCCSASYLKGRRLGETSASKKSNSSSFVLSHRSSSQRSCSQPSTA
FID counter: compounds displacing fluorescent DNA intercalator, primary screen, artefact control for HCV NS3 helicase inhibitor project, biochemical, FID fluorescence | DNA fluorescent intercalator displacement | 290,000 compounds, 0.17% hits | inhibition, % at 7.9 µM | AID 1845, 2009; in the data active = inhibition above about 37%;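 also: 0% = vehicle and 100% = reference compound; higher means more ethidium bromide displaced from hairpin DNA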
VIM-2 inh: VIM-2 metallo-beta-lactamase inhibitors, primary screen, biochemical, epi-absorbance readout, Pseudomonas aeruginosa enzyme; purified VIM-2, nitrocefin hydrolysis, epi-absorbance fluorescence; inhibition, % at 5.6 µM; 290,000 compounds, 0.89% hits; AID 1527, 2009;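 active = inhibition above the mean of all tested compounds plus 3 SD, cutoff set per screening run, cut at about 7.5% in these data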;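 also: red hydrolysis product quenches plate fluorescence so inhibitors raise well fluorescence; 0% = enzyme with DMSO and 100% = DMSO without enzyme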
PHOSPHO1 inh: PubChem AID 1565 | recombinant PHOSPHO1, absorbance phosphatase assay | 290,000 compounds, 1.1% hits | inhibition, % at 13.3 µM; in the data active = inhibition above about 60%
Target sequence (Q8TCT1 whole entry, looked up): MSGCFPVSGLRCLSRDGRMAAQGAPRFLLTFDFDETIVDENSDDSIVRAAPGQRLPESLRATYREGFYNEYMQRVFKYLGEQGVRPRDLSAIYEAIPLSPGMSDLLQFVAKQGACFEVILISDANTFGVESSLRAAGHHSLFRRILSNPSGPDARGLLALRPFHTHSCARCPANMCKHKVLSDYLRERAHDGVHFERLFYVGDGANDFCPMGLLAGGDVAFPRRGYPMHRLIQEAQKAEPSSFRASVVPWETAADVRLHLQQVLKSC
Numbers without * were called inactive; nt = not tested or not shown.

structure	IMP-1 inhibitor	GalR3 antagonist	GPR7 antag	V1aR counter	HCV NS3 hel inh	OXTR ag	FID counter	VIM-2 inh	PHOSPHO1 inh
COc1cc(/C=N/NC(=O)c2c(-c3ccccc3)noc2C)cc(OC)c1OC	-2.8	-0.5	2.1	0.1	6.9	-0.6	-7.4	-4.5	4.6
COc1ccc(CNC(=O)C(c2ccncc2)N(C(=O)Cc2cccs2)c2cccc(C)c2)cc1 (stereo unspecified)	-2.2	-10.6	-6.3	-0.8	-3.9	-1.6	-12.7	-1.4	2.9
Cc1cc(C)n(-c2ncnc3sc(C)c(C)c23)n1	-2.9	-5.5	-0.6	-0.1	-6.2	-0.1	-5.2	-3.1	-27.6
COc1ccc(NC(=O)Cn2nc(C)c([N+](=O)[O-])c2C)cn1	-1.3	-0.1	-3.3	-0.1	5.2	1.0	7.0	2.5	0.6
CCOc1cc2c(cc1OCC)C(C(=O)O)C(c1cc(OC)c(OC)c(OC)c1)N(C)C2=O (stereo unspecified)	-2.6	1.8	-16.3	0.6	8.0	1.8	-37.0	-1.2	-12.4
CCCCOc1ccccc1Cn1c(=O)oc2ccccc21	-2.9	-5.0	-10.0	-0.5	1.9	-2.1	-8.5	-3.7	4.9
Cc1ccc2cc(C)c(SCC(=O)Nc3cc(C)on3)nc2c1	1.3	-9.5	-8.9	0.6	0.5	-1.5	-17.6	0.5	37.0
COc1ccccc1N(C(=O)CNC(=O)c1ccco1)C(C(=O)NC1CCCC1)c1ccncc1 (stereo unspecified)	-2.1	-0.4	-25.9	0.7	-3.4	-0.1	-19.2	-4.6	-11.6
O=C(/C(=C(/[O-])c1ccccc1)[n+]1ccccc1)c1ccc([N+](=O)[O-])cc1	-3.9	-4.3	-1.7	-0.1	5.5	0.1	-1.2	-3.0	-24.2
COc1ccc(N(CC(=O)Nc2ccc3c(c2)OCO3)S(=O)(=O)c2ccccc2)c(OC)c1	-3.5	-5.8	-7.0	0.6	-7.9	-1.7	-14.3	-0.7	-35.9
CCNS(=O)(=O)c1cc(Br)ccc1OC	-5.2	-5.5	2.9	0.5	1.1	1.9	3.0	-2.4	-4.6
O=C(NC1CCS(=O)(=O)C1)N1CCCCC1 (stereo unspecified)	-1.0	-4.4	0.0	1.2	-0.7	15.7	0.5	-4.0	2.5
Cc1ccc(Nc2nc(NCCCN3CCOCC3)nc(N)c2[N+](=O)[O-])cc1C	-0.4	1.1	-5.0	0.2	-25.8	3.9	3.6	6.1	1.1
CC(CCc1ccccc1)NC(=O)CNc1cccc([N+](=O)[O-])c1 (stereo unspecified)	-0.6	-10.3	1.4	8.8	3.4	10.5	-5.1	-0.7	12.8
Cc1ccc(-c2nc3c(=O)n(C)c4ccccc4c3o2)cc1	-0.7	-0.2	-10.5	-0.5	-1.1	-2.3	-1.4	0.6	10.1
Cc1cc(C)c(NC(=O)CS(=O)CC(=O)N2CCN(c3ccc(F)cc3)CC2)c(C)c1 (stereo unspecified)	-2.8	-7.4	-6.3	0.7	-0.3	-0.2	-17.6	-3.1	9.9
COc1ccccc1NC(=O)Nc1ncccc1C	-1.4	-3.2	11.3	-1.0	3.0	-2.1	-5.9	-1.6	23.1
COCCCNC(=S)NNC(=S)NCCCOC	-2.2	-3.6	-17.4	0.1	5.0	-1.0	-4.2	-4.6	-1.1
O=C(Cn1c(C(=O)NCC2CCCO2)cc2sccc21)c1ccccc1 (stereo unspecified)	-5.5	nt	-10.8	1.4	-3.6	0.2	-12.0	-1.7	2.8
CC(C)N1CCN(Cc2ccncc2)CC1CCO (stereo unspecified)	0.1	-4.5	-10.5	0.9	3.8	0.9	-3.3	1.2	-11.7
CCC(C)NC(=S)N1CCN(C(c2ccccc2)c2ccccc2)CC1 (stereo unspecified)	-4.0	-2.4	-3.6	-0.5	-12.9	-1.4	-27.3	-1.6	-14.1
O=C(O)CCC(=O)c1ccc2ccc3cccc4ccc1c2c34	-1.8	-7.7	-6.9	2.9	10.4	1.7	-22.6	2.0	24.1
O=C(CSc1ccc(-c2ccccc2)nn1)NC1CCCCC1	-0.9	-1.6	-1.3	-1.4	0.9	-1.0	-24.8	-0.2	-43.6
CCc1ccc(N(C(=O)c2snc(C(N)=O)c2N)C(C(=O)NCC2CCCO2)c2ccco2)cc1 (stereo unspecified)	-1.6	-5.9	-6.5	5.3	-6.3	2.3	-40.2	-2.0	-22.3
O=C(CC1C(=O)N(c2ccccc2)C(=S)N1c1ccccc1)c1ccccc1 (stereo unspecified)	-0.9	-4.4	-0.8	-0.5	2.3	-0.1	-14.5	-4.3	-7.1
O=C(COc1ccccc1)Nc1cccc(-c2cn3cccnc3n2)c1	-2.4	0.1	-11.4	4.3	0.2	-0.1	-24.3	-2.1	-19.5
COC(=O)c1ccc(C#Cc2ccccc2)o1	-0.3	-1.3	-8.6	-1.1	1.4	-1.3	-1.2	-2.3	50.8
O=C(NCCO)c1cc2c([nH]c3ccccc32)c(-c2ccccc2)n1	-0.7	-9.6	3.0	1.4	0.4	-1.9	-11.0	3.2	nt
O=C(Nc1ccc(F)cc1)c1cn(-c2ccccc2)nc1-c1ccncc1	-1.8	-4.0	13.9	4.4	-9.8	0.1	-8.0	-1.2	-2.3
Cc1ccc(NC(=O)[C@H](NC(=O)[C@@H]2Cc3ccccc3CN2)c2ccccc2)cc1	1.1	-12.9	-6.5	3.8	-20.6	1.4	21.2	-0.8	36.8

In another format: two of the compounds above.
Order of values: IMP-1 inhibitor | GalR3 antagonist | GPR7 antag | V1aR counter | HCV NS3 hel inh | OXTR ag | FID counter | VIM-2 inh | PHOSPHO1 inh
- O=C(/C(=C(/[O-])c1ccccc1)[n+]1ccccc1)c1ccc([N+](=O)[O-])cc1
    -3.9 | -4.3 | -1.7 | -0.1 | 5.5 | 0.1 | -1.2 | -3.0 | -24.2
- O=C(COc1ccccc1)Nc1cccc(-c2cn3cccnc3n2)c1
    -2.4 | 0.1 | -11.4 | 4.3 | 0.2 | -0.1 | -24.3 | -2.1 | -19.5

(next part)
structure	IMP-1 inhibitor	GalR3 antagonist	GPR7 antag	V1aR counter	HCV NS3 hel inh	OXTR ag	FID counter	VIM-2 inh	PHOSPHO1 inh
N/C(CN1CCCC1=O)=N\O	-3.4	-3.7	-6.0	1.4	-2.4	-0.2	-2.6	-4.3	-3.3
CC(=O)N(c1ccc2oc(=O)sc2c1)S(=O)(=O)c1ccc(C)cc1	-3.7	-9.1	-2.7	1.8	24.8	0.6	-21.7	0.6	10.3
O=C(COc1ccc(/C=C\[N+](=O)[O-])cc1)N1CCOCC1	-1.5	-5.2	-10.0	-0.1	-2.5	0.3	-6.3	-1.0	5.6
Cc1ccc(Nc2nnc(SCC(=O)Nc3cccnc3Cl)s2)cc1C	-2.5	0.5	-4.1	1.6	8.4	-1.3	-22.4	-5.3	-4.4
CCNC(=O)NC(=O)COC(=O)c1cccc(NS(=O)(=O)/C=C/c2ccccc2)c1	-0.9	-3.5	-1.1	2.5	-4.5	-0.2	-19.3	-0.7	-3.3
Cn1c(=O)oc2cc(S(=O)(=O)NCCC(=O)NCCc3ccc(Cl)cc3)ccc21	-3.1	3.0	-6.8	1.9	0.3	0.8	-11.2	-1.3	6.3
Cc1ccc(CN(Cc2ccco2)C(=S)Nc2ccccc2C)cc1	-6.1	-4.0	-8.1	-0.2	0.7	-0.4	-7.8	-2.4	24.4
COc1ccc(N2CC(C(=O)OCC(=O)Nc3cc(C)on3)CC2=O)cc1 (stereo unspecified)	-3.2	-8.9	-7.6	-0.3	-3.1	-0.5	-13.7	-5.8	27.0
O=C(c1ccccc1)c1nn(-c2ccc(Cl)cc2)cc1C(=O)c1cc2ccccc2oc1=O	-3.6	-2.2	0.2	1.0	3.7	0.1	-2.5	1.8	28.0
O=c1[nH]c(CN2CCOCC2)nc2scc(-c3ccccc3)c12	-3.9	2.7	-11.4	-0.1	3.4	-0.3	-9.2	-3.1	19.5
COc1ccccc1OCCSc1nc2ccccc2c(=O)[nH]1	-1.1	-3.5	-5.2	3.3	-11.7	1.2	0.6	-0.8	-5.7
COc1ccc(/C=C2\SC(=S)N(CCC(=O)Nc3ccc(C(=O)O)cc3)C2=O)cc1OC	2.7	nt	-17.6	0.3	0.1	-0.4	-19.5	-1.6	46.3
CCc1ccccc1NC(=O)c1noc(C(C)C)c1[N+](=O)[O-]	2.1	-0.8	16.1	-1.1	11.0	-2.0	2.4	1.6	8.4
CCN(CC)C(=O)CN(c1ccc(C)cc1)S(=O)(=O)c1ccc(SC)cc1	-2.5	-4.0	-7.1	1.0	-7.1	-2.0	-28.3	-1.3	40.7
Oc1ccc(-c2cnns2)c(O)c1	2.3	-1.1	14.5	0.8	32.1	-0.5	7.1	3.8	-3.4
CC(=O)c1ccc(OCC(=O)NC2CCCN(Cc3ccccc3F)C2)cc1 (stereo unspecified)	-1.8	-5.7	5.6	nt	-2.3	nt	-12.9	-3.4	21.8
Cc1ccccc1Nc1cc2ccccc2c(=O)[nH]1	-3.4	nt	-2.1	1.5	9.5	1.5	-2.4	-0.9	20.1
CCC(=O)c1c(NC(C)C)cc(C)oc1=O	-1.4	-5.5	-4.5	0.0	-10.1	0.2	-5.5	-1.0	9.4
CCc1sc(C(=O)Nc2ccsc2C(=O)OC)cc1Br	nt	-6.5	nt	-0.2	nt	-1.0	nt	nt	5.1
CCOC(=O)CNc1nc(C#N)nc(N2CCOCC2)n1	-1.9	-5.3	-0.3	1.3	5.2	0.5	-4.6	-2.5	4.9
O=C(CN1CCc2ccccc21)NC(=O)NCc1ccccc1	-2.5	-3.2	-0.8	1.6	-7.2	-0.2	2.4	-3.0	-5.9
Cc1cccc([C@@H]2[C@@H]3C(=O)N(Cc4ccccc4)C(=O)[C@@H]3[C@]3(Cc4ccc(Cl)cc4)C(=O)N(c4ccc(Br)cc4)C(=O)N23)c1	-3.1	-6.5	2.1	2.8	1.0	2.7	-7.7	0.8	-29.9
COc1cccc(N2CCN(C(=O)C3CCN(S(=O)(=O)c4ccc5c(c4)oc(=O)n5C)CC3)CC2)c1	-2.8	0.0	10.5	5.5	4.8	0.2	-48.1	-4.6	29.8
CC(C)C[C@H](NC(=O)Nc1cccc(C(F)(F)F)c1)C(=O)O	1.1	-6.3	-2.5	-0.6	4.0	-2.0	-4.8	0.0	3.9
COC(=O)CCCC1=CC2=CC(=O)C(C)(OC(=O)c3cccs3)C(=O)C2=CN1CC1CC1 (stereo unspecified)	nt	-3.0	nt	0.1	nt	0.9	nt	nt	13.3

High-throughput results as filed in PubChem.
